Compound activity: PubChem, ICCB-Longwood Screening Facility, Harvard Medical School
PV pol inh: inhibitors of poliovirus RNA polymerase binding and polymerization; poliovirus polymerase elongation, fluorescence polarization; active compounds read low; % elongation, % (compound at 16.7 µg/mL); 150,000 tested, 0.66% active; AID 588519; in the data active means % elongation below about 90%; further: some results filed as inactive read as strong as hits
Target sequence (P03300 1749-2209 limits assumed): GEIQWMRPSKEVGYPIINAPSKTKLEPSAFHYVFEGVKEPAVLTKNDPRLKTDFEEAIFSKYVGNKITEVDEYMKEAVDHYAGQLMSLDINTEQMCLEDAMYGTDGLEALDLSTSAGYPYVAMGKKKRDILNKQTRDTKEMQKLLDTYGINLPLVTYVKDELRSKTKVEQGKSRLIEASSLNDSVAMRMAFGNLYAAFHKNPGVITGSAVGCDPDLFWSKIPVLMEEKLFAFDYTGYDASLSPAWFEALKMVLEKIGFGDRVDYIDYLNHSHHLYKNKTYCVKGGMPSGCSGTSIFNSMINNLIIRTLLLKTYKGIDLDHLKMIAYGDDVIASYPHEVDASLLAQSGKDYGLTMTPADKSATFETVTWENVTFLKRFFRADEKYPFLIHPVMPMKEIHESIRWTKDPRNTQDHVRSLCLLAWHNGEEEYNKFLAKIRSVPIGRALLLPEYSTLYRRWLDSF
PV pol inh FP z-score: further read-out of PV pol inh, marked with its call; z-score; measured here: FP z-score; hits read low
* marks the source's active call; other numbers are inactive results. The list is partial (hit frequency here may not be typical).

SMILES | PV pol inh | PV pol inh FP z-score
COc1ccc(CCC(=O)Nc2ccc3nc(N4CCN(c5ncccn5)CC4)cc(C)c3c2)cc1 | 100 | 0.1
CCOC(=O)Cn1c(=NC(=O)CN2C(=O)CCC2=O)sc2cc(S(N)(=O)=O)ccc21 | 105 | 1
CCCc1nnc(SCc2cc(=O)c3c(C)cc(C)cc3[nH]2)n1C | 109 | 0.8
O=C(/C=C/c1nc2ccccc2o1)N1CCN(Cc2nc3ccccc3s2)CC1 | 104 | 0.2
CCOc1ccc(NC(=S)NCCCO)cc1 | 99 | -0.9
CSc1nc2[nH]c(=O)cc(O)c2s1 | 102 | 0.1
CCN1CCN(C(=O)c2cccc(OC(F)F)c2)CC1 | 107 | 0.5
C=CCn1c(NS(=O)(=O)c2ccccc2)c(C#N)c2nc3ccccc3nc21 | 201 | 8.5
CCn1cc(C(=O)N2CCN(c3cc(C)ccc3C)CC2)c(=O)c2cc(S(=O)(=O)N3CCCCC3)ccc21 | 104 | -0.1
COc1ccc(Cl)cc1NC(=O)c1ccc2nc(Cc3ccccc3)oc2c1 | 107 | 0.1
CCN(CC)S(=O)(=O)c1ccc(NCC(=O)Nc2ccc(S(=O)(=O)N(C)C)cc2)cc1 | 103 | 0.2
O=c1[nH]c(=O)c2nc3cc(C(F)(F)F)ccc3nc2[nH]1 | 85 | -3.3
COc1ccc(C(=O)N2CC(=O)Nc3ccc(C)cc3C2c2ccccc2)c(OC)c1 (stereo unspecified) | 110 | 0.8
O=S(=O)(/C=C/c1ccccc1)NCc1ccco1 | 102 | 0
COc1cc(NC(=O)CSc2cc(=O)n(C)c3ccccc23)cc(OC)c1OC | 108 | 0.7

Entries from the list above with a carbonyl joined to an NH by a bond outside any ring (four):
SMILES | PV pol inh | PV pol inh FP z-score
COc1ccc(CCC(=O)Nc2ccc3nc(N4CCN(c5ncccn5)CC4)cc(C)c3c2)cc1 | 100 | 0.1
COc1ccc(Cl)cc1NC(=O)c1ccc2nc(Cc3ccccc3)oc2c1 | 107 | 0.1
CCN(CC)S(=O)(=O)c1ccc(NCC(=O)Nc2ccc(S(=O)(=O)N(C)C)cc2)cc1 | 103 | 0.2
COc1cc(NC(=O)CSc2cc(=O)n(C)c3ccccc23)cc(OC)c1OC | 108 | 0.7

(list continues)
SMILES | PV pol inh | PV pol inh FP z-score
O=C(Nc1ccc(Cl)cc1)Nc1ccc(N2CCN(c3ncccc3C(F)(F)F)CC2)nc1 | 101 | -0.2
CC(C(=O)Nc1ccc(C#N)cc1)N1CCN(S(=O)(=O)/C=C/c2ccccc2)CC1 (stereo unspecified) | 101 | -0.1
CN1C(=O)/C(=N\N=c2\sc3ccccc3n2C)c2ccccc21 | 89 | -1
CC(Sc1nc2ncccc2[nH]1)C(=O)Nc1ccc(F)cc1 (stereo unspecified) | 101 | -0.1
NC(=O)CN1CCC(N2CCCCC2)CC1 | 100 | -1
c1ccc2c(c1)CCCC2Nc1ncnc2c1nc1n2CCCCC1 (stereo unspecified) | 101 | -0.1
Cc1cc2oc(=O)cc(C)c2c(=O)[nH]1 | 106 | 0.4
O=C(/C=C/c1ccco1)OCC(=O)c1cc2c3c(c1)CC(=O)N3CCC2 | 105 | 0.3
COc1ccccc1-c1noc(-c2ccc(NCc3ccccc3)c([N+](=O)[O-])c2)n1 | 103 | -1
CCOC(=O)c1ccc(NC(=O)Cn2nnc(-c3ccc(C(F)(F)F)cc3)n2)cc1 | 104 | 0.1
N#Cc1nc(-c2ccccc2F)oc1NC1CC1 | 104 | 0.9
CC(C)(C)C(=O)CSc1nc2ccccc2c(=O)n1-c1ccc(F)cc1F | 103 | 0.6
CCOC(=O)c1ccc(N2C(=O)c3n[nH]c(-c4cccs4)c3C2c2ccc(OC)cc2OC)cc1 (stereo unspecified) | 104 | -0.9
CCN(C(=O)/C=C/c1ccccc1)c1ccccc1 | 99 | -0.2
CN(c1ccccc1)S(=O)(=O)c1nnc(NC(=O)C2CCCCC2)s1 | 105 | -0.8
Cc1c(Cl)cccc1NC(=O)Cn1cnc(S(=O)(=O)N2CCCC2)c1 | 108 | 0.4
CC(C)C(=O)N(C)Cc1cc2ccccc2[nH]c1=O | 101 | -0.2
CCOC(=O)C1=C(CS(=O)(=O)c2ccccc2)NC(=O)NC1c1ccc(SC)cc1 (stereo unspecified) | 101 | -0.1
COC(=O)c1nc2c(C)cccn2c1F | 101 | 0
CCN(CC)C(=O)NCc1ccccn1 | 99 | -1.2
COc1ccc(-c2nnc(NC(=O)CC(C)C)s2)cc1 | 101 | -0.2
Cc1cccc(C(=O)N2CCc3cc(CNC(=O)Cc4ccc(F)cc4)ccc32)c1 | 102 | -1.2
CCOc1ccc(NC(=O)OC(C)(C)C)cc1 | 103 | 0.4
CCOC(=O)N1CCN(C2=Nc3cccc4cccc2c34)CC1 | 110 | 0.7
Cc1nn(-c2ccccc2)c(C)c1Sc1ccccc1N | 102 | 0.2
Cc1ccc(NC(=O)N(Cc2c[nH]c3ccccc23)C2CCCCCC2)cc1C | 106 | -0.3
CC(C)CCNC(=O)Nc1ccc2c(c1)N(C)C(=O)c1ccccc1S2 | 107 | -0.1
NC(=O)c1ccc(NC(=O)c2cn(-c3ccccc3)nc2-c2cccs2)cc1 | 100 | -0.3
CCn1c(CCNC(=O)C2(c3ccc(Cl)cc3)CCC2)nnc1SC | 98 | -1.3
COc1ccc(-c2nn[nH]n2)cc1 | 103 | 0.5
Clc1cc(NCc2ccc3c(c2)OCO3)ccc1N1CCOCC1 | 104 | 0
CC(C)N(CCC#N)C(=O)c1c[nH]c2ccccc2c1=O | 104 | 0.1
Cc1ccc(-n2nnc(C(N)=O)c2N)cc1 | 102 | 0.2
CCCCN1CN=C(Nc2nc(C)c3ccccc3n2)NC1 | 103 | 0.4
Cc1nn(C(=O)COc2ccc(Cl)cc2)c(C)c1Sc1ccccc1 | 109 | 1.3
Cc1ccc(Cn2cnc3nc4c(cc3c2=O)CC(C)CC4)cc1 (stereo unspecified) | 102 | -1
CCOC(=O)c1c(NC(=O)c2cc(Cl)ccc2Cl)sc2c1CCCC2 | 109 | 0.6
CN(C(=O)CSc1nnc(-c2ccccc2)o1)c1ccccc1 | 103 | -0.2
COc1ccc(-c2ccc(Cc3cn4ccsc4n3)o2)cc1OC | 103 | 0.7
O=C1CS/C(=N\NC(=S)NCc2ccco2)N1 | 97 | -0.5
CS(=O)(=O)N(CC(N)=O)Cc1ccc(F)cc1 | 100 | -0.9
CC(C)(C)C(=O)COC(=O)[C@@H]1CC(O)CN1S(=O)(=O)c1ccc(F)cc1 (stereo partly specified) | 100 | -0.4
Cc1ccc2nc(N3CCC(C(=O)N4CCN(c5cccc(C)c5C)CC4)CC3)[nH]c2c1 | 109 | 0.4
O=C(NCCN1CCOCC1)c1cnn2c(C(F)F)cc(-c3ccccc3)nc12 | 103 | 0.5
Cc1c(Cl)cccc1-n1c(SCC(=O)NCc2ccccc2)nc2n[nH]c(C)c2c1=N | 96 | -1.2

One compound at a time (already shown). Order of values: PV pol inh, PV pol inh FP z-score
Cc1ccc(-n2nnc(C(N)=O)c2N)cc1 in the list: 102, 0.2
CC(C)(C)C(=O)COC(=O)[C@@H]1CC(O)CN1S(=O)(=O)c1ccc(F)cc1 (stereo partly specified) in the list: 100, -0.4
O=C(NCCN1CCOCC1)c1cnn2c(C(F)F)cc(-c3ccccc3)nc12 in the list: 103, 0.5

Following part
SMILES | PV pol inh | PV pol inh FP z-score
COc1cccc(Oc2ccc(OC)cc2C(=O)NN)c1 | 108 | 0.8
Cc1ccc(Oc2c(C(F)(F)F)oc3c(CN4CCCCC4)c(O)ccc3c2=O)cc1 | 103 | -0.4
CCN1CCN(C(=O)c2ccc(CNS(=O)(=O)c3cccc(OC)c3)cc2)CC1 | 103 | 0.5
COc1cccc(N2CCN(C(=O)c3cnc(N4CCCC4)nc3)CC2)c1 | 101 | 0.4
CCCCN1C(=O)c2[nH]nc(-c3ccccc3O)c2C1c1ccc(OCc2ccccc2)cc1 (stereo unspecified) | 102 | -1.2
CC(C)(C)c1cn(-c2ccc(Cl)cc2)c(=S)[nH]1 | 102 | 0.4
CCOC(=O)c1[nH]c(C)c(C(=O)OCC(=O)N2CCC(c3ccccc3)=N2)c1C | 105 | 0.3
COc1nonc1-n1nnc(C(=O)c2ccccc2)c1C | 110 | 0.6
CN(Cc1ccccc1)C(=O)CCS(=O)(=O)c1cc(Br)cc2c1N(C(=O)C1CC1)CC2 | 106 | 0.1
CN(Cc1ccco1)C(=O)c1cc2c(s1)-c1ccccc1OC2 | 102 | 1
COc1ccc(NC(=O)CCCn2c(=O)c3sccc3n(Cc3ccccc3)c2=O)cc1 | 101 | -0.3
Cc1cccc(N2CCN(C(=O)CS(=O)(=O)c3cccc4nsnc34)CC2C)c1 (stereo unspecified) | 102 | -1.3
O=C(Cn1ccc(=O)[nH]c1=O)NCc1ccc(Cl)cc1 | 112 | 1.5
CCOC(=O)c1c(C)oc2nc(C)nc(NCc3ccc(F)cc3)c12 | 110 | 0.3
Cc1cc(-c2nc3ncccc3o2)ccc1NC(=O)C(C)(C)Oc1ccc(Cl)cc1 | 100 | -0.2
COc1ccc(Br)cc1CNC(=O)CSc1cc(=O)n(C)c2ccccc12 | 105 | 0.2
Cc1cccc(CN2C(=O)/C(=C\c3ccc(C(=O)N4CCN(C)CC4)cc3)Oc3ccccc32)c1 | 103 | 1.3
CCN(CC)CCn1c(NC(=O)c2cc3c(s2)CCCC3)nc2ccccc21 | 100 | -0.4
CC1CCC2(CC1)NC(=O)N(NC(=O)CN1CCN(Cc3nc4ccccc4s3)CC1)C2=O (stereo unspecified) | 103 | 0.1
c1nc(N2CCN3CCCC3C2)c2[nH]cnc2n1 (stereo unspecified) | 105 | 0.9
CC(=O)NC1C(OC2CCCCC2)OC(CO)C(O)C1O (stereo unspecified) | 101 | 0
OC1CCNC(=S)N1c1ccccc1 (stereo unspecified) | 105 | 1
Cc1ccc(CN(C)C(=O)Cc2csc(-c3ccccc3)n2)o1 | 110 | 0.9
COc1cccc(NC(=O)NCCc2nnc(SC)n2C)c1 | 103 | 0.5
CCc1cccc(C)c1NC(=O)N(C)C1CCCCC1 | 100 | -0.1
CC1(C)CC(NC(=O)/C=C/c2ccccc2)CC(C)(C)N1 | 104 | 0.6
CCC(C(=O)Nc1cc(OC)ccc1OC)n1c(C)c2cnn(-c3ccccc3)c(=O)c2c1C (stereo unspecified) | 105 | -0.2
CCOc1ccccc1C(=O)NCC(=O)N(C)Cc1cccnc1 | 96 | -0.6
CCOc1ccc(CCNC(=O)c2ccc3c(c2)c(C)c(C)n3C)cc1 | 107 | 0.1
CCOc1ccc(NC(=O)C2CC(=O)NC(N3CCCCC3)=N2)cc1 (stereo unspecified) | 102 | 0.2
Brc1ccc(-c2nnc3n2-c2ccccc2CC3)cc1 | 104 | 0.2
CC1=C(C(=O)Nc2ccccc2Br)C2(CCC(C)CC2)OC1=O (stereo unspecified) | 105 | 0.1
C=C(C)Cn1c(=S)n(Cc2ccccc2)c2ccccc21 | 108 | 0.2
O=S(=O)(Nc1nc2ccccc2nc1NC1CCCC1)c1ccc(Cl)s1 | 93 | -1.1
Cc1ccccc1-n1c(SCC(=O)Nc2ccc(Cl)cc2Cl)nc(O)cc1=O | 94 | -1.8
CN(Cc1ccco1)C(=O)COc1cccc2c1OC(C)(C)C2 | 99 | -0.2
CCOC(=O)c1cc(-c2ccc(OC)c(S(=O)(=O)N(C)c3ccc(OCC)cc3)c2)on1 | 100 | -0.3
Cc1cc(C)cc(Nc2ncnc3c2nc2n3CCCC2)c1 | 98 | -1.7
O=C(Cn1c(=O)n(Cc2ccc(C(=O)NCc3ccccc3Cl)cc2)c(=O)c2ccccc21)Nc1ccc(F)cc1 | 104 | -1.3
O=C(Cc1csc2nc(-c3ccccc3)cn12)NC1CCCC1 | 102 | 0.5
CN(CC(=O)Nc1cccc(Cl)c1)S(=O)(=O)c1ccc2[nH]c3c(c2c1)CCCC3 | 112 | 1.4
O=C(CSc1n[nH]c(=O)n1Cc1ccco1)c1ccc2c(c1)OCCO2 | 103 | 0.5
CCN1CCN(CCCNC(=O)c2cnn(-c3ccccc3Cl)c2C2CCN(C(=O)OC(C)(C)C)CC2)CC1 | 96 | -2.1
CCc1ccccc1NC(=O)C1CCN(C(=O)N2CC(C)Oc3ccc(Cl)cc32)CC1 (stereo unspecified) | 114 | 1.3
N#Cc1ccc2ccn(CC(N)=O)c2c1 | 101 | -0.2

Looked up by compound from the list above (three):
SMILES | PV pol inh | PV pol inh FP z-score
CCOC(=O)c1cc(-c2ccc(OC)c(S(=O)(=O)N(C)c3ccc(OCC)cc3)c2)on1 | 100 | -0.3
O=S(=O)(Nc1nc2ccccc2nc1NC1CCCC1)c1ccc(Cl)s1 | 93 | -1.1
Cc1ccccc1-n1c(SCC(=O)Nc2ccc(Cl)cc2Cl)nc(O)cc1=O | 94 | -1.8

Additional structures:
SMILES | PV pol inh | PV pol inh FP z-score
O=C(COC(=O)C12CC3CC(CC(C3)C1)C2)c1ccc(F)cc1 | 104 | 0.9
CCS(=O)(=O)N1CCN(C2CCCCCCC2)CC1 | 103 | 0.4
CCOC(=O)c1c(NC(=O)C(C)Oc2ccc(Cl)c(C)c2)sc2c1CCCC2 (stereo unspecified) | 104 | -0.1
CC(C)(C)C(=O)Nc1nc2nc(-c3ccccc3)cc(=O)n2[nH]1 | 104 | -0.7
CSc1cccc(NC(=O)C2CCN(S(=O)(=O)c3cnc[nH]3)CC2)c1 | 105 | 1.8
CN(C)N1C(=O)CC(Nc2ccc(F)cc2)C1=O (stereo unspecified) | 99 | -0.4
Cc1ccc(C)c(NC(=O)C(C)n2sc3ccccc3c2=O)c1 (stereo unspecified) | 103 | 0.1
Cc1cc(C)nc(SCc2ccccc2C(=O)O)n1 | 102 | 0.2
CCC(C)NC(=O)c1ccc(CS(=O)(=O)Cc2cccc(C)c2)o1 (stereo unspecified) | 100 | -0.3
O=C(C1CC1)N1CCc2cc(S(=O)(=O)NCc3ccccc3)ccc21 | 102 | -0.1
Cc1ccc(-n2ncc3c(=O)[nH]c(SCC(=O)Nc4ccccc4C(F)(F)F)nc32)cc1 | 103 | 0.4
